OXTR potentiator: potentiators of human oxytocin receptor. P30559. CHO-OTR cells, Fluo-8 calcium fluorescence, potentiator mode; 0% = oxytocin EC15, 100% = EC100. activation, % at 3 µM. hit rate 0.061% among 320,000;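 active = activation above that plate's cutoff, the mean activation of tested compounds plus 3 SD, cut at about 6.6% in these data, passing the limit was not always enough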;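 also: 100% uses oxytocin at 75 nM as the full agonist control; some results filed as inactive read as strong as hits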
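System: human OTR in CHO cells; Also added: sub-maximal oxytocin, roughly EC15; Timing: compound 6 min at room temperature before oxytocin, 100 s read; Technique: Fluo-8 intracellular calcium fluorescence, ex 470-495, em 515-575 nm; Controls: oxytocin EC15 low and EC100 high; Replication: singlicate.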
CHO-K1 Ca antag: counter-screen for M1 antagonists: effect in parental CHO-K1 cells | ATP-induced calcium, Fluo-8 fluorescence | inhibition, % at 3 µM | hit rate 0.6% among 360,000 | AID 602250;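 active = inhibition above a per-plate cutoff, the plate's mean sample inhibition plus 3 SD, cut at about 24% in these data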;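 also: 0% = DMSO plus EC80 ATP and 100% = DMSO alone without ATP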
CHO parental Ca: counter-screen: ATP calcium response change in parental CHO cells; parental CHO-K1, ATP-induced calcium, Fluo-8 fluorescence; inhibition, % at 5.6 µM; hit rate 0.63% among 330,000; AID 463079;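 active = inhibition above that plate's mean sample inhibition plus 3 SD, cut at about 26% in these data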;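 also: 0% = ATP-challenged DMSO wells and 100% = DMSO wells without ATP; some compounds past the cut are filed as inactive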
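material = parental CHO cells | also added = ATP as calcium-mobilizing challenge | dosing = single point at 5.6 µM | detection = intracellular calcium via Fluo-8 no-wash fluorescent dye | read-out = % inhibition | benchmarks = low control ATP plus DMSO, high control DMSO only | repeats = one well per compound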
CHRM1 antagonist: human CHRM1 antagonism. P11229. CHO-K1 hM1, Fluo-8 calcium fluorescence, ACh EC80 antagonist. inhibition, % at 3 µM. hit rate 1.3% among 360,000. AID 588852;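 active = percent inhibition above its own plate's cutoff, namely the mean of that plate's compound wells plus 3 SD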;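 also: peak over basal fluorescence ratio during 140 s after agonist addition; 0% = ACh EC80 plus DMSO and 100% = DMSO alone without agonist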
Target sequence (P11229 whole entry, looked up): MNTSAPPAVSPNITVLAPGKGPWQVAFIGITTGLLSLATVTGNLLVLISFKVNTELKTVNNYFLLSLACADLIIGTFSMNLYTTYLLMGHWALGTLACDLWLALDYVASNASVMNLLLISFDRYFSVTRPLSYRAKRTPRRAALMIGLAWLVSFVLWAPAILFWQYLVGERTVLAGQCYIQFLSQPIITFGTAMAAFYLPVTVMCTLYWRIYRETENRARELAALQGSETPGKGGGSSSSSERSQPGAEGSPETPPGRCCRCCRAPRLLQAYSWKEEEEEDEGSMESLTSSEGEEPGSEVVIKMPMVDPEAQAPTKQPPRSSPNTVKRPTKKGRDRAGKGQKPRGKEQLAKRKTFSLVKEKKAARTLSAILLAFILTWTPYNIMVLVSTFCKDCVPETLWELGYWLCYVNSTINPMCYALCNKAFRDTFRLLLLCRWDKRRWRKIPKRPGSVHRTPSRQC
M1 ag: agonists of human M1 muscarinic receptor | P11229 | CHO-K1 hM1, Fluo-8 calcium fluorescence, agonist mode; 0% DMSO, 100% acetylcholine EC100 | activation, % at 3 µM | hit rate 0.33% among 360,000 | AID 588814;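 active = activation above the run's mean compound activation plus 3 SD, cut at about 16% in these data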;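 also: peak over basal fluorescence ratio within a 140 s kinetic read after compound addition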
TAAR1 agonist: human TAAR1 agonism; CHO RD-HGA16 TAAR1, Fluo-8 calcium fluorescence; vehicle wells 0%, saturating PEA agonist 100%; activation, % at 3 µM; hit rate 0.99% among 360,000; AID 624467;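 active = activation above the mean activation of all test compounds in the run plus 3 SD, cut at about 38% in these data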
Target sequence (Q96RJ0 whole entry, looked up): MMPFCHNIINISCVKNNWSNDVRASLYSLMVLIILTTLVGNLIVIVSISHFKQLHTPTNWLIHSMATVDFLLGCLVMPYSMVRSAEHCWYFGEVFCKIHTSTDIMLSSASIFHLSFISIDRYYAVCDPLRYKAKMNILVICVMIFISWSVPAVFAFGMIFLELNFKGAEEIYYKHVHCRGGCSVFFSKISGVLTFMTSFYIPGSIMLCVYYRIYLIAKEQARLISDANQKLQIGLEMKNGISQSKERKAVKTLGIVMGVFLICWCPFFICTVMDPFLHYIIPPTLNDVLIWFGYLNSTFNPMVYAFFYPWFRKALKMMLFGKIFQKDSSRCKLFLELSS
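Repeats: no replicates (n 1) | Material: CHO-derived RD-HGA16 cells with stable Gα16 and human TAAR1 | Technique: Kinetic Fluo-8 calcium fluorescence | Schedule: 17-24 h seeding, 75 min 37 °C dye, 30 min RT | Evaluation: % activation from peak over basal fluorescence ratio, DMSO-to-PEA scaled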
TAAR1 antagonist: antagonists of human TAAR1; hit rate 1.5% among 360,000; CHO RD-HGA16 TAAR1, Fluo-8 calcium fluorescence, antagonist; inhibition, % at 3 µM;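 active = inhibition above a per-plate cutoff, the mean inhibition of test compounds on that plate plus 3 SD, cut at about 49% in these data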;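 also: 0% = DMSO plus EC80 beta-PEA response and 100% = DMSO alone without agonist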
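Assay system: CHO-derived RD-HGA16 cells stably expressing human TAAR1 plus Gα16. Timing: 140 s kinetic read after compound, 140 s after agonist. Technique: kinetic Fluo-8 calcium fluorescence measurement. Measure: % inhibition of agonist calcium response.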
CHO-K1 Ca ag: counter-screen for M1 agonists: effect in parental CHO-K1 cells | activation, % at 3 µM | hit rate 0.48% among 360,000 | AID 602248 | Fluo-8 calcium fluorescence; scaled to maximal ATP response, vehicle zero; in the data active = activation above about 15%;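 also: untransfected CHO-K1 host cells lacking M1 receptor as counterscreen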
CHO-K1 Ca PAM: nonselective activator or artifact in parental CHO-K1 calcium assay; ATP EC20, Fluo-8 calcium fluorescence; 0% at ATP EC20, 100% at ATP max; activation, % at 3 µM; hit rate 0.02% among 360,000; AID 602247;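 active = activation above the run cutoff, the mean activation of all test compounds plus 3 SD, cut at about 40% in these data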;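 also: peak over basal fluorescence ratio in a 140 s read after ATP addition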
The depositor's hits bear a star; x = no result given.

SMILES	OXTR potentiator	CHO-K1 Ca antag	CHO parental Ca	CHRM1 antagonist	M1 ag	TAAR1 agonist	TAAR1 antagonist	CHO-K1 Ca ag	CHO-K1 Ca PAM
O=C(N/N=C/c1ccncc1)C1CC1C(=O)N/N=C/c1ccncc1 (stereo not given)	-1	-3	-6	8	-3	0	-12	8.2	17
O=C(CCCCCBr)N1CCC(CC2CC(c3cccc(Br)c3)=NO2)(C(=O)NCC2CCCCC2)CC1 (stereo not given)	-13	-20	-36	20	-3	10	-2	-0.1	-17
O=C(CN1CSCC1=O)N1CCN(S(=O)(=O)c2ccc(Cl)cc2)CC1	1	-16	5	-6	-2	16	-6	0.6	9
O=C(OC(C(=O)O)C(OC(=O)c1ccccc1)C(=O)NCc1ccccc1)c1ccccc1 (stereo not given)	-18	-9	2	-5	1	4	6	1.5	18
Cc1ccc(C)c(Cn2c(C(C)O)nc3ccccc32)c1 (stereo not given)	-7	3	-15	-4	-8	1	-3	0.0	4
O=[N+]([O-])c1ccc(NN=C2CC3CCC2C3)c([N+](=O)[O-])c1 (stereo not given)	x	13	x	39*	-6	0	1	8.1	2
Cc1nc2sc(C(c3cccs3)N3CC(C)CC(C)C3)c(O)n2n1 (stereo not given)	-5	3	-2	9	-6	2	-18	-0.1	-7
O=S(=O)(NC(=S)c1ccccc1)c1ccc(Cl)cc1	-7	-9	-2	-9	-6	-3	12	0.7	6
CCOCCCNCC(=O)NCC1CCCCC1	-18	-5	0	-17	-4	5	15	10.0	13
COC(=O)CC1COc2ccccc2N1C(=O)c1ccc(Br)cc1 (stereo not given)	-6	-16	-27	-10	-7	-3	8	2.4	16
CCNC(=S)/N=C(/Nc1ccc(OC)cc1)Nc1nc(C)cc(C)n1	6	-12	-13	-8	-3	-1	-23	1.1	17
O=C(NNC(=S)Nc1ccc(Cl)c(Cl)c1)c1ccccn1	-3	-16	-3	-2	-2	10	18	0.6	6
O=C(COC(=O)/C=C/c1ccco1)Nc1cccc([N+](=O)[O-])c1	-3	7	-8	-1	-1	7	-4	0.3	-7
CC(=O)Nc1ccc(NC(=O)COC(=O)c2c(C)nn(-c3ccccc3)c2C)cc1	-8	8	-7	-5	-3	4	10	0.0	-8
CCn1cc(C(=O)O)c(=O)c2cnc(N3CCN(C(=S)Nc4ccccc4)CC3)nc21	4	-10	-12	-9	-4	0	-5	0.9	20
Cc1cnc(C(=O)N(CC(C)C)c2c(N)n(CC(C)C)c(=O)[nH]c2=O)cn1	x	-9	x	-9	-2	x	x	0.4	13
Cc1ccc(S(=O)(=O)N2CCC(=O)N([C@H](COCc3cccc(C)c3)C(C)C)CC2)cc1	x	-19	x	x	x	-1	17	2.1	5
CN(C)c1ccc(C(O)P(=O)(OC2CCCCC2)OC2CCCCC2)cc1 (stereo not given)	-4	-4	-11	-19	-1	3	-13	1.4	7
N/C(=N\OC(=O)Cc1ccccc1[N+](=O)[O-])c1cccc(Br)c1	-5	-4	1	2	-4	-2	-1	0.1	1
Nc1ncc(Br)cc1S(=O)(=O)NCCC(=O)NCCc1ccccc1	5	6	-27	6	-4	20	-4	0.7	3
CCn1nnnc1-c1ccc(OC)c(S(=O)(=O)NCCc2ccccc2)c1	-1	-15	-4	-8	-4	2	-3	1.1	23
C#CCOCC1CNC(=S)O1 (stereo not given)	x	7	x	8	-1	0	11	-0.5	-13
CCN1CCN(C(=O)c2cc(COc3ccc(C(C)=O)cc3OC)on2)CC1	-1	-1	-6	6	-12	2	-12	-0.1	-6
CCOc1ccccc1NC1c2ccccc2C(=O)N1c1ccc(C)cn1 (stereo not given)	5	11	-21	-1	-10	-2	-21	-0.2	0
O=C1COc2ccc(C(=O)c3ccccc3)cc2CN1	-5	-12	-8	6	-5	2	1	0.4	12
Cc1ccc(C(=O)N/C(=C\c2ccco2)C(=O)NCCCn2ccnc2)cc1	-2	-2	-1	11	-6	0	9	0.3	-4
O=C(O)C1CC2CCC1CC2 (stereo not given)	x	-8	x	-9	-2	1	-1	0.3	8
CCOc1ccc(C2C=C(c3ccc(F)cc3)Nc3ncnn32)cc1 (stereo not given)	-9	-14	-21	-4	-4	3	-14	1.4	25
CN1C(=S)SC(N(O)C(=O)Nc2cccc3ccccc23)C1(C)C (stereo not given)	-8	-9	-26	2	-3	10	12	0.6	11
Cc1cccc(-c2nc(CS(=O)CC(=O)NCCc3ccccc3)c(C)o2)c1 (stereo not given)	-5	-1	-27	-14	-1	-1	-14	2.7	19
O=C1c2ccccc2C(Nc2cccnc2)N1Cc1ccc2c(c1)OCO2 (stereo not given)	-3	10	-16	-2	-4	0	-12	0.4	-5
CN(C)C(CNC(=O)c1ccc(NS(=O)(=O)c2ccc(F)cc2)cc1)c1ccco1 (stereo not given)	-7	-2	-4	16	-6	2	-9	0.9	4
Cc1[nH]n(-c2ccccc2)c(=O)c1/C=N/N1CCOCC1	-4	-5	-20	6	-2	-3	10	0.4	-18
Cc1ccc(C)c(NC(=O)c2cc(S(=O)(=O)N3CCCCC3)ccc2N2CCOCC2)c1	-3	-4	-18	12	-6	2	-33	-0.6	-8
O=C(NCCCn1ccnc1)c1cc2cc([N+](=O)[O-])ccc2oc1=O	0	-10	1	-3	-8	4	-14	3.7	17
CN(C)CCSc1nc(O)c(-c2ccccc2)c(=O)n1-c1ccccc1	-5	-11	2	-9	1	3	-37	2.9	15
COc1ccc(NC(=O)COC(=O)CNC(=O)c2cccs2)cc1Cl	-5	-13	-9	-3	-2	22	22	1.7	11
Cc1ccc(C)c(Cn2cnc3c(oc4ccccc43)c2=O)c1	-16	-10	-8	0	-1	-2	-16	0.9	-2
OC(CNCCNc1ncccc1C(F)(F)F)Cn1ccc2ccccc21 (stereo not given)	-11	-15	-17	0	20*	5	-12	6.2	22
CC1(C)CC(=O)C2=C(C1)Nc1ccccc1N(C(=O)C1CC1)C2c1ccco1 (stereo not given)	0	7	-6	9	-5	1	0	-0.3	-5
CCOc1ccc(OCC)c(NC(=O)CSc2nnc(-c3cccnc3)o2)c1	-3	-4	-9	-10	-2	13	-5	0.9	20
O=C(Cc1cccc([N+](=O)[O-])c1)Nc1ccc(C(=O)N2CCOCC2)cc1	-1	-10	-7	0	-6	4	0	0.0	-2
O=S(=O)(c1ccccc1)N1CCC2(CC1)OCCO2	-5	-8	-4	-4	-11	5	11	0.4	25

Exported with bars between the fields: 2 of the compounds above.
smiles | OXTR potentiator | CHO-K1 Ca antag | CHO parental Ca | CHRM1 antagonist | M1 ag | TAAR1 agonist | TAAR1 antagonist | CHO-K1 Ca ag | CHO-K1 Ca PAM
O=S(=O)(c1ccccc1)N1CCC2(CC1)OCCO2 | -5 | -8 | -4 | -4 | -11 | 5 | 11 | 0.4 | 25
Cc1ccc(C)c(Cn2cnc3c(oc4ccccc43)c2=O)c1 | -16 | -10 | -8 | 0 | -1 | -2 | -16 | 0.9 | -2

Sorted by SMILES length (rising): part of the list above
SMILES	OXTR potentiator	CHO-K1 Ca antag	CHO parental Ca	CHRM1 antagonist	M1 ag	TAAR1 agonist	TAAR1 antagonist	CHO-K1 Ca ag	CHO-K1 Ca PAM
O=C(O)C1CC2CCC1CC2 (stereo not given)	x	-8	x	-9	-2	1	-1	0.3	8
O=S(=O)(c1ccccc1)N1CCC2(CC1)OCCO2	-5	-8	-4	-4	-11	5	11	0.4	25
Cc1ccc(C)c(Cn2cnc3c(oc4ccccc43)c2=O)c1	-16	-10	-8	0	-1	-2	-16	0.9	-2
Cc1[nH]n(-c2ccccc2)c(=O)c1/C=N/N1CCOCC1	-4	-5	-20	6	-2	-3	10	0.4	-18
CCOc1ccc(C2C=C(c3ccc(F)cc3)Nc3ncnn32)cc1 (stereo not given)	-9	-14	-21	-4	-4	3	-14	1.4	25
COc1ccc(NC(=O)COC(=O)CNC(=O)c2cccs2)cc1Cl	-5	-13	-9	-3	-2	22	22	1.7	11
CN1C(=S)SC(N(O)C(=O)Nc2cccc3ccccc23)C1(C)C (stereo not given)	-8	-9	-26	2	-3	10	12	0.6	11
CN(C)CCSc1nc(O)c(-c2ccccc2)c(=O)n1-c1ccccc1	-5	-11	2	-9	1	3	-37	2.9	15
CCOc1ccc(OCC)c(NC(=O)CSc2nnc(-c3cccnc3)o2)c1	-3	-4	-9	-10	-2	13	-5	0.9	20
O=C(NCCCn1ccnc1)c1cc2cc([N+](=O)[O-])ccc2oc1=O	0	-10	1	-3	-8	4	-14	3.7	17
Cc1ccc(C(=O)N/C(=C\c2ccco2)C(=O)NCCCn2ccnc2)cc1	-2	-2	-1	11	-6	0	9	0.3	-4
CC1(C)CC(=O)C2=C(C1)Nc1ccccc1N(C(=O)C1CC1)C2c1ccco1 (stereo not given)	0	7	-6	9	-5	1	0	-0.3	-5
O=C(Cc1cccc([N+](=O)[O-])c1)Nc1ccc(C(=O)N2CCOCC2)cc1	-1	-10	-7	0	-6	4	0	0.0	-2
CN(C)C(CNC(=O)c1ccc(NS(=O)(=O)c2ccc(F)cc2)cc1)c1ccco1 (stereo not given)	-7	-2	-4	16	-6	2	-9	0.9	4
Cc1ccc(C)c(NC(=O)c2cc(S(=O)(=O)N3CCCCC3)ccc2N2CCOCC2)c1	-3	-4	-18	12	-6	2	-33	-0.6	-8
